ASAP1 GAP inh = ASAP1 ArfGAP inhibition; ASAP1-stimulated ARF1 GTP hydrolysis, GDP FP detection; hit rate 0.19% among 360,000; Q9ULH1; inhibition, % at 16.5 µM; in the data active = inhibition above about 25%;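 note: 0% = vehicle with enzyme and substrate and 100% = no enzyme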
HGIII-sPLA2 inh = Inhibits HGIII-sPLA2 liposome hydrolysis, primary screen; Q9NZ20; QFRET BODIPY PC-A2 liposome hydrolysis, fluorescence; inhibition, % at 12.2 µM; hit rate 0.56% among 370,000; AID 743126;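 active = inhibition above mean plus 3 SD of compounds lying within the high and low control bounds, cut at about 19% in these data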;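 note: 0% = median of test compound wells and 100% = no enzyme DMSO wells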
PLCg1 inh = blocks human PLC-gamma1 enzyme activity. P19174. purified PLC-gamma1, fluorogenic substrate, fluorescence. inhibition, % at 12.2 µM. hit rate 0.84% among 370,000. AID 720700; in the data active = inhibition above about 9.5%
ARFGAP1 inhibitor = inhibitors of rat ARFGAP1. AID 651572. Arfgap1-stimulated ARF1 GTP hydrolysis, GDP FP detection. inhibition, % at 16.5 µM. hit rate 0.26% among 360,000. Q62848;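 active = inhibition above a per-plate limit, mean inhibition of low control wells plus 3 SD, cut at about 25% in these data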;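 note: 0% = DMSO wells with enzyme and 100% = wells lacking Arfgap1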
Target sequence (Q62848 1-136 limits assumed): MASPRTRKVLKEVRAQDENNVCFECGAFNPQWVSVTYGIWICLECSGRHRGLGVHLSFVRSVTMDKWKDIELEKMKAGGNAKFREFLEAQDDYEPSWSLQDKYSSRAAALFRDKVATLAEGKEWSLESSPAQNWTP
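Material: rat Arfgap1 GAP domain (His6, aa 1-136), purified enzyme. Also added: human ARF1(Δ1-17)-GTP substrate. Compound dosing: 16.5 µM single point, 1.26% DMSO. Timing: enzyme reaction 120 min at 25 °C after 20 min preincubation. Signal: GDP detection by fluorescence polarization. Read-out basis: percent inhibition of GAP-stimulated GDP formation, scaled between DMSO and no-Arfgap1 medians.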
DDE Tn7 FP inh = inhibitors of Tn7 peptide binding to human fibrin DD(E); P02675; FP displacement of FITC-Tn7 peptide from fibrin DD(E); 0% = median of compound wells per plate; inhibition, % at 8.3 µM; hit rate 0.13% among 370,000; AID 720508;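 active = inhibition above the mean of compounds falling within the control limits plus 3 SD of them, cut at about 14% in these data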;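 note: 0% = plate median of compound wells and 100% = 10 µM Aha-Tn7 peptide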
Target sequence (P02675 whole entry, looked up): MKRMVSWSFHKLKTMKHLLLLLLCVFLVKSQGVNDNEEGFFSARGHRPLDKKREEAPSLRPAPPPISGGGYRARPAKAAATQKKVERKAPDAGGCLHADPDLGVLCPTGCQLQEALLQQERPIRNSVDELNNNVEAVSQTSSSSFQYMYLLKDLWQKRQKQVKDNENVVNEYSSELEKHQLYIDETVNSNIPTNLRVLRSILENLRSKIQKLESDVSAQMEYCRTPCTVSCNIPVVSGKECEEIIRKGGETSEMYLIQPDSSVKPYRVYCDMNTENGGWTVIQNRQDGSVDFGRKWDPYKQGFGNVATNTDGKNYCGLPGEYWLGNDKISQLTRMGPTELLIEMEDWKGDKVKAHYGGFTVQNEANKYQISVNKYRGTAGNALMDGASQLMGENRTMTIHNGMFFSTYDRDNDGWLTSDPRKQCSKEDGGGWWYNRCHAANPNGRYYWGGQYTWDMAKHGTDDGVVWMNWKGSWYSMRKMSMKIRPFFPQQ
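Assay system: Human clot-derived fibrin DD(E) complex | Buffer or medium: Tris/NaCl/CaCl2 buffer, pH 7.8 | Repeats: One replicate per compound | Benchmarks: Aha-Tn7 high control | Measure: % inhibition scaled between sample-field median and high-control FP | Schedule: 10 min plus 3 h, room temperature | Signal: Fluorescence polarization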
proKLK7 act = activates the human kallikrein-7 zymogen. P49862. purified proKLK7, EDANS-DABCYL substrate fluorescence; 100% is mature enzyme control, 0% vehicle. activation, % at 7 µM. hit rate 0.9% among 370,000. AID 652039;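 active = activation above the mean of all tested compounds plus 3 SD, computed per campaign excluding outliers beyond control limits, cut at about 13% in these data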
Target sequence (P49862 whole entry, looked up): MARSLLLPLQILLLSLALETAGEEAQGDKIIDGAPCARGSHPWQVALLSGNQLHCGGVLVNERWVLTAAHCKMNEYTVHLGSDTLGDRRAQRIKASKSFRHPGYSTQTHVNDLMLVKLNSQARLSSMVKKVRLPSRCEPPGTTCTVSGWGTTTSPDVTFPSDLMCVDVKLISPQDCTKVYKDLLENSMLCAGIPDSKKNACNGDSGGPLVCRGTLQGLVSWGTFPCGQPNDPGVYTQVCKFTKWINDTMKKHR
PLC-beta3 inh = blocks human PLC-beta3 enzyme activity. inhibition, % at 12.2 µM. hit rate 0.18% among 370,000. Purified PLC-beta3, fluorogenic substrate, fluorescence. Q01970; in the data active = inhibition above about 11%;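 note: 0% = median of compound wells on plate and 100% = full blocker control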
UHRF1 MBD2 ctr = UHRF1 methyl-DNA binding inhibition. Q96T88. UHRF1 binding to methylated oligo, TR-FRET. inhibition, % at 4.4 µM. hit rate 0.75% among 370,000; in the data active = inhibition above about 21%;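 note: UHRF1 SRA domain binding a hemimethylated CpG hairpin DNA probe; 0% = median of test compound wells and 100% = reference inhibitor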
DDE Tn6 FP inh = disrupts Tn6 cyclic peptide binding to fibrin D-Dimer-E complex; hit rate 0.21% among 370,000; AID 720509; Fibrin DD(E) TRITC-Tn6 fluorescence polarization displacement; inhibition, % at 8.3 µM; P02675;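 active = inhibition above a per-campaign cutoff: mean of compounds within control limits plus 3 SD, cut at about 15% in these data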;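 note: 0% = median of all compound wells on the plate and 100% = blocking peptide control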
NR1D1 modulator = Rev-erb alpha (human) modulation | P20393 | Rev-erbα–FITC-DNA binding, fluorescence polarization, 90 min | activity, % at 10 µM | hit rate 0.79% among 370,000 | AID 1259318;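 active = activity above about 14%, limit read from the data; passing the limit was not always enough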;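 note: 0% = DMSO wells with 35 nM protein and 100% = DMSO wells with 750 nM protein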
* = called active by the depositor; i = inactive; nt = no result given. Rows were taken by chance (roughly 4.5% active in at least one column).

SMILES	ASAP1 GAP inh	HGIII-sPLA2 inh	PLCg1 inh	ARFGAP1 inhibitor	DDE Tn7 FP inh	proKLK7 act	PLC-beta3 inh	UHRF1 MBD2 ctr	DDE Tn6 FP inh	NR1D1 modulator
Nc1c(Cl)ncnc1Nc1ccc(C(=O)O)cc1	-1	9	-5	4	2	0.1	-9	2	-5	-2
CC(C)N1CCC(N2CCN(C3CCCCCC3)CC2CCO)CC1 (stereo not drawn)	1	0	1	2	4	0.7	1	-1	1	-1
COCC1CCN(C(=O)C2CCC(=O)N(CC3CCCCC3)C2)CC1 (stereo not drawn)	-1	3	3	-1	1	0.1	-2	0	2	-3
ON1C2CCCCC2N(O)C1c1c(F)c(F)c(F)c(F)c1F (stereo not drawn)	4	7	-3	4	-1	0.0	-4	1	6	-5
CC1CN(C(=O)N2CCCCC2)CCN1C(=O)N1CCCCC1 (stereo not drawn)	-10	9	0	-13	1	-0.2	-1	5	-5	-2
CCOC(=O)C1(CC2CC2)CCN(S(=O)(=O)C[C@]23CC[C@H](CC2=O)C3(C)C)CC1	9	-1	12*	1	-12	-0.1	5	1	-3	-1
CCOC(=O)c1sc2nc(CC(=O)OC)nc(N3CCN(c4ccc(OC)cc4)CC3)c2c1C	0	-17	-2	1	-4	0.8	-10	-2	7	4
CCCc1cc(=O)[nH]c2nnc(SCC(=O)Nc3nnc(SCC)s3)n12	-1	7	2	9	-4	0.0	-6	-2	12	3
O=C(O/N=C\c1ccc(N2CCCCC2)c([N+](=O)[O-])c1)c1ccc(Cl)cc1Cl	1	8	2	8	0	-0.6	2	1	1	1
CCn1c(C)cc(C(=O)COC(=O)c2cccnc2SC)c1C	1	0	-1	4	-5	0.1	2	-1	-2	1
Cn1c(SCC(=O)Nc2ccccc2)nc2c([nH]c3ccccc32)c1=O	-4	0	7	0	4	-0.1	3	-1	-5	21*
O=C(O)C1(S(=O)(=O)CCC(F)=C(F)F)CC1	10	2	0	0	8	0.3	1	-1	6	-3
CCOCCCNC(=O)Cn1cnc2c(cnn2-c2ccc(F)cc2)c1=O	17	-3	-78	-2	-2	0.0	1	-10	-5	-1
O=c1cccccc1NCc1ccccc1	8	-4	-10	-5	5	0.1	-11	-7	-4	-1
Cc1nnc(NC2=NCCCCC2)o1	8	-5	2	17	-6	0.0	1	2	4	-2
COc1ccc(-n2nc3c(c2NC(=O)c2c(F)cccc2Cl)CS(=O)C3)cc1 (stereo not drawn)	6	1	0	-1	3	0.4	-3	-1	1	-1
Nn1c(SCC(=O)Nc2ccc(F)cc2F)nnc1C1CCCCC1	5	3	2	6	-2	-0.6	6	1	-6	-1
C[C@]12c3[nH]c4cc(-c5ccco5)ccc4c3CCN1C(=O)[C@@H](CC(=O)NCc1cccc(C(F)(F)F)c1)C[C@@H]2C(=O)N1CCCCC1	10	-2	-200	13	4	-5.6	-314	20	1	-10
Cc1ccc(S(=O)(=O)/N=C(/Nc2ccccc2C)c2ccccc2)cc1	-1	-10	0	6	-7	-0.1	2	2	1	-4
Cc1nc(N2CCN(C(c3ccccc3)c3ccccc3)CC2)[nH]c(=O)c1C	1	-1	4	1	-3	0.2	3	-3	-5	-4
Cc1ccc(S(=O)(=O)N2CCN(C(=O)c3sccc3C)CC2)cc1	-4	2	3	-11	2	-0.2	-7	1	1	6
CC(C)C[C@H]1CN(CCCC[C@H]2CNC(=O)C(=O)N2Cc2ccccc2)C(=O)C(=O)N1Cc1ccccc1	-7	-8	1	-12	-5	0.6	1	-1	0	-6
NC(c1csc(NC(=O)Nc2ccc(OC(F)(F)F)cc2)n1)C1CCCCC1 (stereo not drawn)	6	7	4	0	-2	0.6	5	-1	-12	4
COc1ccccc1N(C)S(=O)(=O)c1ccc(Cl)c(C(=O)OCc2c(C)noc2C)c1	-9	-17	0	4	4	0.6	0	0	7	18*
Cn1cc(Br)c(C(=O)Nc2sc3c(c2C(N)=O)CCCC3)n1	1	5	-73	13	3	0.4	-127	2	-1	-4
COC(=O)/C(C#N)=C/c1c(Oc2cccc(C)c2)nc2ccccn2c1=O	2	2	-9	-3	1	-0.3	-13	-1	5	4
CCCn1c(SCC(=O)Nc2nc(C)c(C(=O)OC)s2)nnc1C(C)C	2	0	-3	-2	4	-0.1	-2	3	0	3
COc1ccc(NC(=O)CSc2nccn2C)cc1S(N)(=O)=O	1	2	1	-3	-2	0.0	-5	-2	4	3
CCCC(C)(C)C(=O)N1CCC1(C)C(=O)Nc1ccc(OC)c(OC)c1 (stereo not drawn)	-21	0	2	14	-3	0.0	6	-3	7	-1
Cc1cccc(NC(=O)/C(C#N)=C\c2cccnc2)c1	1	-17	-1	0	2	-0.2	4	3	0	-3
CCCOc1ccc(C(=O)OCCN2CCCCC2)c(O)c1	0	-8	0	-5	5	0.4	-4	1	3	-9
CCn1c(SCC(=O)NCc2ccccc2)nc2ccccc2c1=O	-1	4	1	16	3	-0.4	-2	5	6	-6
O=C(Nc1ccc(C(=O)NCC2CCN(Cc3ccccc3F)CC2)cc1)C1=CSCCO1	18	-6	-1	-2	-1	0.1	-11	-1	3	-1
CC(C)N(Cc1ccccc1)C(=S)NC(=O)C1(C)CC1(Cl)Cl (stereo not drawn)	2	11	2	1	6	0.2	-5	-3	5	6
CC(C)[C@H](NS(=O)(=O)c1ccccc1)C(=O)OCC(=O)Nc1cccc(S(N)(=O)=O)c1	4	-5	2	0	0	0.1	-4	-2	-3	7
CCOc1ccccc1-n1c(SCC(=O)N2CCCC2)nnc1-c1ccoc1C	1	4	2	-5	-1	0.7	5	3	2	-3
O=C(CN1CCN(c2ccccc2O)CC1)NCCCc1ccccc1	1	-1	1	-6	3	0.4	-8	0	0	-10
CCOC(=O)C1(C(=O)OCC)Cc2c([nH]c3ccccc23)[C@]2(N1)C(=O)N(C)c1ccc(Br)cc12	nt	-16	10*	nt	-5	0.6	-4	0	-2	1
COC(=O)c1cc(OC)c(OC)cc1NC(=S)N1CCN(C)CC1	0	-1	-2	-6	-2	-0.3	-2	-1	-4	-2
O=C(NCc1ccncc1)Nc1ccc(Cl)cc1Cl	14	-1	6	-4	-7	0.6	4	1	-3	2
O=C(Nc1ccccn1)C(F)(F)C(F)(F)C(F)(F)C(F)(F)C(=O)Nc1ccccn1	4	0	3	1	-8	0.7	5	3	0	-4
NC(N)=N/N=C(\N=Nc1ccccc1)c1cccc2cccnc12	-4	-2	5	-6	-6	-0.4	0	-10	4	7
CCOc1ccc(-c2cc(C)n3nc(C(N)=O)cc3n2)cc1	-6	3	i	7	3	30*	i	-1	3	-1
COc1ccc(NC(=O)CSc2nnc(-c3ccccn3)n2Cc2ccco2)cc1OC	2	-1	-1	2	4	-0.2	2	1	6	1
CC1=C(C(=O)OCc2ccccc2)C(c2ccccc2OS(=O)(=O)c2ccc(C)cc2)NC(=O)N1CCCC(=O)O (stereo not drawn)	-12	3	1	-1	0	0.0	1	0	-2	-3

An excerpt from above in order of number of heavy atoms, highest first:
SMILES	ASAP1 GAP inh	HGIII-sPLA2 inh	PLCg1 inh	ARFGAP1 inhibitor	DDE Tn7 FP inh	proKLK7 act	PLC-beta3 inh	UHRF1 MBD2 ctr	DDE Tn6 FP inh	NR1D1 modulator
CC1=C(C(=O)OCc2ccccc2)C(c2ccccc2OS(=O)(=O)c2ccc(C)cc2)NC(=O)N1CCCC(=O)O (stereo not drawn)	-12	3	1	-1	0	0.0	1	0	-2	-3
CCOC(=O)C1(C(=O)OCC)Cc2c([nH]c3ccccc23)[C@]2(N1)C(=O)N(C)c1ccc(Br)cc12	nt	-16	10*	nt	-5	0.6	-4	0	-2	1
O=C(Nc1ccc(C(=O)NCC2CCN(Cc3ccccc3F)CC2)cc1)C1=CSCCO1	18	-6	-1	-2	-1	0.1	-11	-1	3	-1
COc1ccc(NC(=O)CSc2nnc(-c3ccccn3)n2Cc2ccco2)cc1OC	2	-1	-1	2	4	-0.2	2	1	6	1
CC(C)[C@H](NS(=O)(=O)c1ccccc1)C(=O)OCC(=O)Nc1cccc(S(N)(=O)=O)c1	4	-5	2	0	0	0.1	-4	-2	-3	7
O=C(Nc1ccccn1)C(F)(F)C(F)(F)C(F)(F)C(F)(F)C(=O)Nc1ccccn1	4	0	3	1	-8	0.7	5	3	0	-4
CCOc1ccccc1-n1c(SCC(=O)N2CCCC2)nnc1-c1ccoc1C	1	4	2	-5	-1	0.7	5	3	2	-3
O=C(CN1CCN(c2ccccc2O)CC1)NCCCc1ccccc1	1	-1	1	-6	3	0.4	-8	0	0	-10
CCn1c(SCC(=O)NCc2ccccc2)nc2ccccc2c1=O	-1	4	1	16	3	-0.4	-2	5	6	-6
COC(=O)c1cc(OC)c(OC)cc1NC(=S)N1CCN(C)CC1	0	-1	-2	-6	-2	-0.3	-2	-1	-4	-2
CCCOc1ccc(C(=O)OCCN2CCCCC2)c(O)c1	0	-8	0	-5	5	0.4	-4	1	3	-9
Cc1cccc(NC(=O)/C(C#N)=C\c2cccnc2)c1	1	-17	-1	0	2	-0.2	4	3	0	-3
O=C(NCc1ccncc1)Nc1ccc(Cl)cc1Cl	14	-1	6	-4	-7	0.6	4	1	-3	2

Three compounds out of the list above, ordered by the value under UHRF1 MBD2 ctr, descending.
canonical_smiles | UHRF1 MBD2 ctr
O=C(Nc1ccccn1)C(F)(F)C(F)(F)C(F)(F)C(F)(F)C(=O)Nc1ccccn1 | 3
COc1ccc(NC(=O)CSc2nnc(-c3ccccn3)n2Cc2ccco2)cc1OC | 1
CCOc1ccc(-c2cc(C)n3nc(C(N)=O)cc3n2)cc1 | -1

Screens (PubChem)
